# High-throughput results as filed in PubChem.
# C8 TRAIL sens = caspase-8 TRAIL sensitization; NB7+C8 cells + TRAIL, ATPlite viability luminescence; inhibition (viability loss, TRAIL sensitization), % at 10 µM; actives 1% (n = 360,000); AID 624354;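 active means compounds causing at least 50% loss of cell viability in the single-dose screen, relative to plate controls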
# TWEAK Fn14 block = inhibitors of TWEAK-Fn14 interaction signaling; TWEAK-stimulated Fn14 reporter cells, luciferase luminescence, 8 h; inhibition, % at 10 µM; actives 2% (n = 360,000); in the data active means inhibition above about 50%
# EBV LMP1 NFkB = inhibitors of Epstein-Barr LMP1-induced NF-kappaB reporter. LMP1-induced NF-kappaB luciferase reporter cells, luminescence. actives 0.69% (n = 350,000). AID 504558. inhibition, % at 12.5 µM; in the data active means inhibition above about 41%;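 further: 0% = neutral control wells and 100% = reference inhibitor control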
# TLR9-MyD88 inh = inhibitors of human TLR9-MyD88 binding | actives 0.21% (n = 340,000) | AID 504734 | Q9NR96+Q99836 | CHO BLA complementation TLR9-MyD88, CCF4 FRET ratio | inhibition, % at 4.98 µM;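 active means inhibition above the mean over all tested compounds plus 3 SD, cut at about 21% in these data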;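 further: 0% = DMSO only wells and 100% = clavulanate BLA inhibitor control wells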
# Target sequence (Q99836 whole entry, looked up): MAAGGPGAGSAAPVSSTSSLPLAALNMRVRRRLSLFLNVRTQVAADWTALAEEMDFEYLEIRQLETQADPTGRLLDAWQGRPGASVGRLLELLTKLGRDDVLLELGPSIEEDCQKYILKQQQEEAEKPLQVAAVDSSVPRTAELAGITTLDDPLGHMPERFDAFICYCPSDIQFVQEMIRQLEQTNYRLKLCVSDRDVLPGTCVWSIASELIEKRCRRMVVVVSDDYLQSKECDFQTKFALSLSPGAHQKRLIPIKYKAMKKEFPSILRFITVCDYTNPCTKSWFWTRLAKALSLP
# Target sequence (Q9NR96 whole entry, looked up): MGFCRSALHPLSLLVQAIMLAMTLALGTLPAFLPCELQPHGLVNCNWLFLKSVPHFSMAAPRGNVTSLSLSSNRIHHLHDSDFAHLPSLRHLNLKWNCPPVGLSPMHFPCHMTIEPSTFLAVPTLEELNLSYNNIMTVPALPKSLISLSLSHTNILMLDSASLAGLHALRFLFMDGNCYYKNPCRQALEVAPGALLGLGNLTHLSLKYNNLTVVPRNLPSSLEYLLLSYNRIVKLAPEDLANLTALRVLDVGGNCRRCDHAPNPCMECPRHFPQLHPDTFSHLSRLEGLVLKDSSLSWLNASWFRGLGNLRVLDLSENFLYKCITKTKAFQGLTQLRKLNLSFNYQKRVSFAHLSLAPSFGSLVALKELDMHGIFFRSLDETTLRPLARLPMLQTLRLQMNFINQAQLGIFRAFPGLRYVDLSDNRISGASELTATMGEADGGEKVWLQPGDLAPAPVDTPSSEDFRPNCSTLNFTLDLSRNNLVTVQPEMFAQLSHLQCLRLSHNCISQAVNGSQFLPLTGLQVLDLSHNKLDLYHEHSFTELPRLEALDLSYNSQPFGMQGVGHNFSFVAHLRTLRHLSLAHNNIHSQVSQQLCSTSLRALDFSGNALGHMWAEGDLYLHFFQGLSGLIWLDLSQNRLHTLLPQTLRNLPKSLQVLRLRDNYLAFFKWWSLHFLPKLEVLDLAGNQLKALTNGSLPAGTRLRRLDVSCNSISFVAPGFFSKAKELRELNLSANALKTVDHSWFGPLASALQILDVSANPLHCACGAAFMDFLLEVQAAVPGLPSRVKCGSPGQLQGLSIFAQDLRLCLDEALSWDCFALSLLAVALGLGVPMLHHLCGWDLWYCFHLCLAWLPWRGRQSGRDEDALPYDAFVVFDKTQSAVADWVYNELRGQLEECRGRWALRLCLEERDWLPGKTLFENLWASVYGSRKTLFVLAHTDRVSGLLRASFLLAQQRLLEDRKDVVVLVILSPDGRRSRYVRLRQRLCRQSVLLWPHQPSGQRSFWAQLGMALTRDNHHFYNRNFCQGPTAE
# COUP-TFII inh = blocks human COUP-TFII nuclear receptor. P24468. HEK293T NGFI-A luciferase reporter, luminescence. inhibition, % at 8.6 µM. actives 0.7% (n = 370,000). AID 686940;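 active means inhibition above a per-plate cutoff, mean inhibition of test wells between control levels plus 3 SD, cut at about 38% in these data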;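 further: cells cotransfected with COUP-TFII expression vector driving the NGFI-A reporter; 0% = median of COUP-TF2 test wells and 100% = reporter-only cells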
# NR5A2 inv ag = inverse agonists of human LRH-1 (NR5A2) | HEK293T StAR-luciferase reporter, LRH-1 transfected, 24 h | AID 602396 | actives 0.13% (n = 360,000) | O00482 | inhibition, % at 3.6 µM;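 active means inhibition above the mean inhibition of all tested compounds plus 3 SD, cut at about 73% in these data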;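 further: 0% = DMSO wells and 100% = reporter-only cells lacking LRH-1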
# SRC1 inh = inhibitors of human steroid receptor coactivator 1 (SRC1) | Q15788 | AID 588354 | inhibition, % at 3.6 µM | actives 0.12% (n = 360,000) | HEK293 GAL4-SRC1 luciferase reporter, luminescence;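 active means inhibition above the campaign mean plus 3 SD, with each screening campaign given its own cutoff, cut at about 60% in these data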;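 further: 0% = DMSO treated cells and 100% = gossypol at 36 µM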
# TROY signal inh = inhibitors of TROY-dependent NF-kB signaling; Q293 LMP1-TROYcd NF-kB luciferase reporter, 4 h; inhibition, % at 10 µM; actives 0.98% (n = 360,000); AID 1347056;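 active means compounds whose plate-normalised and pattern-corrected inhibition of the luciferase reporter signal at the single screening dose is 50% or more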
# SRC3 inh = human NCOA3 inhibition | Q9Y6Q9 | HEK293 GAL4-SRC3 luciferase reporter, luminescence | inhibition, % at 3.6 µM | actives 0.17% (n = 360,000) | AID 588352;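 active means inhibition above a per-campaign cutoff, the mean of all compounds plus 3 SD, cut at about 60% in these data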;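 further: 0% = DMSO-treated cells and 100% = gossypol-treated cells at 36 µM; higher means less SRC3-driven luciferase light from the GAL4 reporter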
# NOD2 RIPK2 PPI = blocks binding of human NOD2 to RIPK2; O43353; CHO BLA complementation NOD2-RIPK2, CCF4 ratio; inhibition, % at 4.98 µM; actives 0.38% (n = 360,000); AID 624267; in the data active means inhibition above about 21%;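 further: 0% = vehicle only and 100% = reference blocker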
# NCOA2 inhibitor = human SRC2 (NCOA2) inhibition; Q15596; HEK293 GAL4-SRC2 luciferase reporter, luminescence; inhibition, % at 9 µM; actives 0.17% (n = 370,000); AID 651957;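 active means inhibition above the mean inhibition of all tested compounds plus 3 SD, set per campaign, cut at about 52% in these data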;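 further: 0% = DMSO treated cells and 100% = cells given Gossypol at 36 µM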
# * = called active by the depositor; · = no result given.
SMILES,C8 TRAIL sens,TWEAK Fn14 block,EBV LMP1 NFkB,TLR9-MyD88 inh,COUP-TFII inh,NR5A2 inv ag,SRC1 inh,TROY signal inh,SRC3 inh,NOD2 RIPK2 PPI,NCOA2 inhibitor
Cc1cccc(C)c1NC(=O)Cn1c(=O)n(CCCC(=O)NCc2ccco2)c(=O)c2sccc21,-13,-12,15,5,-15,8,2,-4,-5,0,9
Cc1c(NC(=O)c2cccc(NC(=O)Cc3ccccc3F)c2)c(=O)n(-c2ccccc2)n1C,-14,1,-1,0,-10,-5,-2,-6,22,5,-18
COc1cc(/C=N/NC(=O)CN(CCc2ccccc2)S(=O)(=O)c2ccc(NC(C)=O)cc2)cc(OC)c1OC,14,21,8,7,8,-11,8,21,14,-10,-13
COc1ccc(C(=O)NC(C)c2ccncc2)cc1S(=O)(=O)N(C)Cc1ccccc1 (configuration not stated),-7,-13,-2,-4,-1,20,9,5,-31,-2,7
O=C(c1ccc(Cl)s1)N(Cc1nnc(-c2ccccc2Cl)o1)C1CC1,-6,-17,-19,4,-11,-18,-53,-26,-38,-17,-14
N#Cc1cccc(C#N)c1Oc1ccc(S(=O)(=O)Nc2ccccc2)cc1,-10,-2,2,·,8,6,5,5,12,5,8
O=[N+]([O-])c1cccnc1Oc1ccc(OCc2ccccc2)cc1,6,-38,-8,12,-20,-37,-45,-52,-29,-3,-44
O=C(c1ccc(-c2ccc(Cl)cc2)o1)N1CCN(c2ccc([N+](=O)[O-])cc2Cl)CC1,-2,21,9,-11,19,9,-51,14,4,-9,1
CCOc1ncccc1C(=O)Oc1ccc2c(c1)OCO2,11,-5,7,-3,5,-5,-8,-19,2,1,-38
CC(=O)Nc1ccccc1C,4,9,4,-8,14,-13,-6,3,2,-16,-25
CCN(CC)C(=O)c1sc(NC(=O)c2ccco2)c(C#N)c1C,-25,24,-4,2,-9,-2,-3,-19,-21,-9,-3
O=C1OCCC1Sc1nnnn1-c1ccc(Cl)cc1 (configuration not stated),29,17,11,0,16,11,-14,-9,9,-1,1
CC1CCCCN1C(=O)COC(=O)C1CCN(S(=O)(=O)c2ccc3c(c2)OCCO3)CC1 (configuration not stated),-1,-3,3,-4,8,3,-1,-9,-2,10,12
O=C(NN1C(=O)/C(=C/c2ccc(O)c(O)c2)SC1=S)c1ccccc1,22,13,3,-4,21,1,-20,26,-2,3,-15
COCCCN1C(=O)C(CC(=O)NCc2ccco2)CC(C(=O)N(C(C)C)C(C)C)=C1C (configuration not stated),-3,19,·,·,9,9,2,18,-8,-2,22
Cc1ccccc1C(=O)Nc1ccc(S(=O)(=O)N2CC(C)OC(C)C2)cc1 (configuration not stated),-6,7,6,11,12,2,-10,20,2,-17,-13
COc1ccccc1CNC(=O)CC12CC3CC(CC(Br)(C3)C1)C2,-4,17,3,-1,-13,2,-1,-13,9,-11,-13
Cc1ccc(S(=O)(=O)N2[C@@H](c3ccccc3)C(C(=O)O)=CC[C@H]2c2cccc(C)c2)cc1,3,13,6,4,9,8,9,-12,3,1,-6
Cc1cccc(C)c1NC(=O)C(c1ccccc1)N1CCC(Cc2ccccc2)CC1 (configuration not stated),-1,15,·,·,-3,-30,8,28,0,-6,-11
C[C@@H]1CN([C@H](C)CO)C(=O)CCCn2nncc2CO[C@@H]1CN(C)S(C)(=O)=O,6,3,9,-5,-8,-3,11,-8,9,0,31
CC(C)C(NC(=O)c1ccc2c(c1)OCO2)C(=O)N/N=C\c1ccco1 (configuration not stated),6,13,-11,2,7,21,-14,-20,9,4,8
COc1ccc(S(=O)(=O)Nc2cccc(S(=O)(=O)NC3=NCCC3)c2)cc1[N+](=O)[O-],-24,5,-9,-7,-17,-4,-7,-16,3,-5,10
Cc1nc(SCC(=O)N2CCCC2=O)c2c(C)c(C)sc2n1,15,-4,-10,-13,-12,21,-23,-3,5,2,0
COc1ccccc1N1CCN(C2=CC(=O)CCC2)CC1,2,6,-8,2,15,14,-17,-7,2,-5,1
CCN(CC)C(=O)CN(c1cc(Cl)ccc1OC)S(C)(=O)=O,-32,-3,-14,-18,-1,15,-6,15,6,-4,-25
COc1nc(N2CCOCC2)nc(C)c1[N+](=O)[O-],6,-1,2,-7,-6,16,5,7,13,2,7
CC(C)CN(C(=O)COC(=O)CCC(=O)c1ccc(F)cc1)c1c(N)n(Cc2ccccc2)c(=O)[nH]c1=O,11,6,5,15,4,7,-1,-9,-10,-6,-11
O=C(NNc1cccc(Cl)n1)c1c(F)cccc1F,-5,2,4,12,18,-15,-4,-35,12,8,-3
CC(=O)Nc1ccc(/C(C)=N/NC(=O)C2CC2c2ccccc2)cc1 (configuration not stated),0,-10,37,13,9,-13,-1,-4,3,2,-8
CCOC(=O)c1nc(C)n(-c2cc(Cl)ccc2Cl)n1,0,5,-1,-9,6,-2,8,-1,4,-9,-19
CCCCSc1nnc([C@H](C)NC(=O)OC(C)(C)C)o1,20,4,6,0,-1,0,3,-17,-3,-7,-17
CCOP(=O)(OCC)/C(C#N)=C/c1cc(OC)ccc1OC,0,-2,1,4,11,3,-32,3,-24,19,-10
COCCN1C(=O)C(=O)/C(=C(/O)c2cccc(OC)c2)C1c1ccc(C)o1 (configuration not stated),-4,3,-2,1,-13,-8,-9,4,3,1,-34
CCN(CC)S(=O)(=O)c1ccc(/C=C/C(=O)OCC(=O)NCc2ccco2)cc1,-8,17,-3,-1,7,-9,-2,10,11,2,8
CC(=O)c1nnn(-c2ccc(Cl)cc2C#N)c1C,3,-14,-2,0,2,-8,5,-16,17,-9,17
COc1ccc(C2=CC(=O)C[C@H](CN3C(=O)c4ccccc4C3=O)N(C(=O)OC(C)(C)C)O2)cc1,6,11,1,3,5,-21,-24,2,-20,1,-15
Cc1ccc(C(=O)N2CCN(c3ccc(NC(=O)c4cccs4)cc3)CC2)cc1,15,-28,17,2,31,8,8,7,11,-6,10
Cc1ccc(OCC(O)CNC2CCCC2)cc1C (configuration not stated),-2,-2,-12,6,-7,-3,7,3,7,0,-8
CC(C)NC[C@H](O)c1ccc(O)c(O)c1,5,-62,7,-6,-60,3,-15,2,-38,-17,-47
CCCOC(=O)c1ccc(Oc2c(-c3ccc(O)cc3O)n[nH]c2C)cc1,8,-72,0,0,-1,6,-7,34,3,0,-14
CC1(C)NC(=O)N(c2ccc([N+](=O)[O-])c(C(F)(F)F)c2)C1=O,2,-19,11,-9,-2,-24,-2,-3,-8,-11,-25
CC(C)(C)OC(=O)N(CCc1ccccc1)Cc1ccccc1OCc1ccc(NC(=O)C2CCC2)cc1,25,-17,10,-9,-49,10,-13,6,-45,0,-25
Cc1ccccc1Cn1c(C)c(C(=O)NCC(C)C)sc1=O,-9,-7,·,·,6,-4,3,-12,-13,-4,8
Cc1ccc(CN(C)C(=O)c2ccc3c(c2)NC(=O)CS3)o1,6,4,3,-3,6,-27,-13,4,16,6,9
CC(=O)c1ccc(-n2c(CCC(=O)O)ccc2-c2cccs2)cc1,5,61*,-6,-7,7,-16,-10,57*,7,-4,-37
CC(/C=C1\SC(=S)N(NC(=O)c2ccncc2)C1=O)=C\c1ccccc1,5,3,-4,-7,-18,3,-17,4,21,-6,-41
CCCCN(CC)CCNC(=O)c1cc2c(=O)n(CC)c3ccccc3c2s1,11,-19,-39,-1,-33,-3,15,8,-1,7,-29
Cc1cc(NC(=O)CN2CCC(C)CC2)no1,-5,-2,-4,-5,0,2,1,-14,1,-8,-1
COCc1nc2c([nH]1)c(=O)n(C)c(=O)n2CC(C)C,-17,-17,-1,-11,0,24,4,4,16,-23,-6
Cc1csc(=O)n1CCC(=O)OCC(=O)Nc1ccc(S(N)(=O)=O)cc1,9,-19,-4,1,13,15,1,-1,5,3,3
# Continuation.
SMILES,C8 TRAIL sens,TWEAK Fn14 block,EBV LMP1 NFkB,TLR9-MyD88 inh,COUP-TFII inh,NR5A2 inv ag,SRC1 inh,TROY signal inh,SRC3 inh,NOD2 RIPK2 PPI,NCOA2 inhibitor
COc1ccccc1CNC(=O)CSC1=NCCS1,-2,-12,-9,-2,-5,-5,-20,-7,-18,-4,-4
CN1CCN(C(=O)CN(Cc2ccc(Cl)cc2)S(C)(=O)=O)CC1,5,-5,-8,1,9,1,-2,-1,7,-11,-14
O=C(O)c1c2c(nc3ccccc13)/C(=C/c1ccc(OC(F)F)cc1)CCC2,2,-16,-10,4,-13,-58,-20,-39,-57,-7,-25
Cc1nnc(SCC(=O)Nc2ccc(Br)cn2)[nH]c1=O,-2,-5,-13,-2,13,-3,-16,-2,6,-6,1
O=C(Cc1cccc2ccccc12)NCCOc1ccccc1F,-3,-3,1,7,-9,-5,-12,10,-4,-6,1
Cc1ccc(NC(=O)C2c3ccccc3-c3ccccc32)cc1,2,-8,·,·,-5,-21,7,-2,34,-5,12
O=C(COc1ncnc2ccccc12)N1CCN(S(=O)(=O)c2ccccc2)CC1,-3,12,-6,2,-22,12,6,10,-1,4,18
CC(C)(C)c1ccc(/C=C2\Oc3c(ccc(O)c3CN3CCN(CCO)CC3)C2=O)cc1,-12,-12,-7,8,-10,-4,10,18,11,17,1
O=C(NCCN1CCN(C(=O)c2ccc(F)cc2)CC1)c1ccc(F)cc1,18,-16,11,4,-2,-11,-46,5,-18,0,-2
O=C(CSc1nnc(COc2ccccc2)n1Cc1ccco1)NCc1ccco1,-4,13,0,-9,18,3,1,-2,1,4,7
O=C(NNC(=O)C1CC1)c1ccc(F)cc1F,-10,2,5,-12,-2,4,4,-6,7,-17,-4
CCCCCCn1c(SCCC)nc2c1c(=O)[nH]c(=O)n2C,-12,-3,-14,6,0,-6,-7,-2,1,-1,17
Cn1c(Cn2c3ccccc3c3ccccc32)n[nH]c1=S,0,-3,0,-21,1,-1,-12,3,12,4,32
O=C(CSc1nc2ccccc2c(=O)[nH]1)Nc1nc(-c2ccc(Br)cc2)cs1,7,-5,1,0,3,-16,-5,-30,3,-2,-23
O=C(CCn1ccc2cc(S(=O)(=O)N3CCCC3)ccc21)NCc1cccc(F)c1,-6,-7,-13,17,-26,27,10,-23,-8,2,-27
CCCCCC1=CCC/C1=N\NC(=O)c1ccc2c(c1)OCO2,-12,2,-6,2,-20,-32,-13,-26,4,-10,-23
O=C(COC(=O)/C=C/c1ccc(Cl)c(Cl)c1)NC1CC1,22,13,-2,-4,-20,-18,1,-6,15,-4,-2
O=C(Cc1cccs1)N1CCN(S(=O)(=O)c2cccc([N+](=O)[O-])c2)CC1,-7,-27,1,7,-3,2,-3,-22,-22,-9,-2
CSCCCNC(=S)N1CCN(S(=O)(=O)c2cccc(C(F)(F)F)c2)CC1,-5,-4,-12,-6,-10,-6,-5,3,24,-4,-18
COc1ccc(N(CC(=O)NC2CCCCC2C)S(=O)(=O)c2c(C)nn(C)c2C)cc1 (configuration not stated),-5,-13,-1,11,29,1,-13,-11,3,-3,-9

# Looked up by structure from above, 2 records:
SMILES,C8 TRAIL sens,TWEAK Fn14 block,EBV LMP1 NFkB,TLR9-MyD88 inh,COUP-TFII inh,NR5A2 inv ag,SRC1 inh,TROY signal inh,SRC3 inh,NOD2 RIPK2 PPI,NCOA2 inhibitor
Cn1c(Cn2c3ccccc3c3ccccc32)n[nH]c1=S,0,-3,0,-21,1,-1,-12,3,12,4,32
COc1ccc(N(CC(=O)NC2CCCCC2C)S(=O)(=O)c2c(C)nn(C)c2C)cc1 (configuration not stated),-5,-13,-1,11,29,1,-13,-11,3,-3,-9

# This is a subset; count on the stated rates, not on these rows.
